Giardia kill = kills Giardia lamblia. activity change, % at 7.66 µM, hits read low. Giardia lamblia trophozoite viability. AID 540267. 0.15% of 340,000 active; in the data active means activity change below about -80%; inconclusive means between about -30% and that limit;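 further: parasites exposed to compound for two days anaerobically before the ATP read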
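Anaerobic 48 hrs incubation at 37 deg C of 100 trophozoites/well with test compounds; ATPLite 1-Step luminescence, 15-30 min RT, reports cellular ATP as viability.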
KCNH2 3.1 block = blocks the human KCNH2 3.1 channel isoform; U2OS KCNH2 3.1, thallium flux FluxOr; stronger effect = lower value; activity change, % (tested at about 1.8 µM); 0.95% of 340,000 active;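 active means maximum activity change below -70%; inconclusive means maximum activity change from -70% to -50%; inactive means maximum activity change above -50%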;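 further: thallium influx rate constant from kinetic fluorescence after stimulation buffer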
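Measured as rate of thallium-driven FluxOr signal in transduced U2OS cells carrying the 3.1 channel, read kinetically for 2 min upon stimulation; values are rate constants scaled to DMSO control wells.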
uPA generation = cell surface uPA generation inhibition. Potency, µM (top dose mostly 38.3 µM), for the others: at the highest dose activity change, negative = inhibition, hits mostly inhibitors. AID 540303. cell surface uPA generation assay, qHTS. 0.31% of 330,000 active; active means well fitted inhibition curve with a large enough effect; inconclusive means small, poorly fitted or top-dose-only effect; inactive means no such curve, though single readings can be large or run the other way; tested in mouse RAW 264.7 cells; further: potency means the concentration at half of the fitted maximal effect; nearly all actives have a fitted effect of over 55% in size
* = called active by the depositor; [ ] = dose if it differs, or a comment. On the % scale 0 is the no-effect control and ±100 the full control effect. An excerpt; rates above refer to the full screens.

Preview, four compounds:
What do the screens show for `COC(=O)C1C=CC(OC2OC(COC(C)=O)C(OC(C)=O)C(OC(C)=O)C2OC(C)=O)n2c(=O)n(-c3ccccc3)c(=O)n21` (centres undefined)?
Giardia kill: -5.5; KCNH2 3.1 block: -6.7; uPA generation: -10.7%

How did COc1ccc(-c2nnc(SCC(=O)N3CCCC3)o2)cc1OC do in these assays?
Giardia kill: 3.0; KCNH2 3.1 block: 1.1; uPA generation: -2.2%

How did S=C(NCCc1ccccc1)N/N=C/c1cccs1 do in these assays?
Giardia kill: inconclusive; KCNH2 3.1 block: 17.2; uPA generation: -19.1%

How did N#Cc1ccccc1N/C=C/C(=O)c1ccc(Cl)cc1 do in these assays?
Giardia kill: -17.1; KCNH2 3.1 block: -4.3; uPA generation: -3.1%

This part in full, repeating the preview:
What do the screens show for `COC(=O)C1C=CC(OC2OC(COC(C)=O)C(OC(C)=O)C(OC(C)=O)C2OC(C)=O)n2c(=O)n(-c3ccccc3)c(=O)n21` (centres undefined)?
Giardia kill: -5.5; KCNH2 3.1 block: -6.7; uPA generation: -10.7%

How did COc1ccc(-c2nnc(SCC(=O)N3CCCC3)o2)cc1OC do in these assays?
Giardia kill: 3.0; KCNH2 3.1 block: 1.1; uPA generation: -2.2%

How did S=C(NCCc1ccccc1)N/N=C/c1cccs1 do in these assays?
Giardia kill: inconclusive; KCNH2 3.1 block: 17.2; uPA generation: -19.1%

How did N#Cc1ccccc1N/C=C/C(=O)c1ccc(Cl)cc1 do in these assays?
Giardia kill: -17.1; KCNH2 3.1 block: -4.3; uPA generation: -3.1%

How did COCC(=O)N1CCC2CC1c1cc(Cl)ccc12 (centres undefined) do in these assays?
Giardia kill: -14.1; KCNH2 3.1 block: 2.4; uPA generation: 2.7%

Results for O=c1[nH]c2c(c(=O)[nH]1)OCN(Cc1ccccc1)C2 ?
Giardia kill: 0.1; KCNH2 3.1 block: -16.8; uPA generation: 5.2%

Results for O=C(OCC(=O)N(CCc1ccccc1)Cc1ccccc1)c1ccc(F)c(S(=O)(=O)N2CCOCC2)c1 ?
Giardia kill: 0.3; KCNH2 3.1 block: 7.3; uPA generation: -6.9%

Results for C#CCN1C=CC(=O)[C@@H](OC(=O)Nc2ccc(Cl)cc2)[C@H]1c1ccccc1Br ?
Giardia kill: -9.3; KCNH2 3.1 block: -8.0; uPA generation: -22.2%

What do the screens show for `CC(=O)Nc1ccc(Oc2nc(-c3cccnc3)nc3sc4c(c23)CCCC4)cc1`?
Giardia kill: -16.4; KCNH2 3.1 block: 3.8; uPA generation: 3.1%

What do the screens show for `Cc1ccc(S(=O)(=O)Nc2ccc3ccccc3c2[N+](=O)[O-])cc1`?
Giardia kill: -8.0; KCNH2 3.1 block: 3.0; uPA generation: -0.9%

How did Clc1ccc(C=NN2CCCCCC2)c(Cl)c1 do in these assays?
Giardia kill: -3.2; KCNH2 3.1 block: 3.4; uPA generation: 3.3%

Results for C[C@H](O)[C@@H]1C(=O)N2CCc3ccc(-c4ccccc4)cc3[C@@H]2C[C@@H]1N(C)C(=O)c1ccc(C#N)cc1 ?
Giardia kill: -21.3; KCNH2 3.1 block: -12.5; uPA generation: -6.9%

What do the screens show for `COc1ccc(OC)c(CN2CCN(C(=O)c3cccc(S(=O)(=O)Nc4ccc(F)cc4)c3)CC2)c1`?
Giardia kill: 9.6; KCNH2 3.1 block: -7.3; uPA generation: -5.0%

How did CC(=O)OC1CCC2(C)C(CCC3C2CC(OC(C)=O)C2(C)C3C[C@@H]3O[C@]4(CC[C@@H](C)CO4)[C@@H](C)C32)C1 (some centres undefined) do in these assays?
Giardia kill: -7.4; KCNH2 3.1 block: 3.7; uPA generation: 8.0%

Results for COc1cc([N+](=O)[O-])ccc1NC(=O)CN1C(=O)NC2(CCCCC2C)C1=O (centres undefined) ?
Giardia kill: 9.1; KCNH2 3.1 block: 0.5; uPA generation: 0.6%

How did COC(=O)c1ccc(Cn2cnc3c(Cl)ncnc32)cc1 do in these assays?
Giardia kill: 3.3; KCNH2 3.1 block: -17.0; uPA generation: -7.2%

Results for O=C(C=C1NCCN1)c1ccccc1 ?
Giardia kill: -25.5; KCNH2 3.1 block: 41.1; uPA generation: 3.5%

Results for Cc1ccc(Nc2nc(N)nc(CN3CCC(C)CC3)n2)c(C)c1 ?
Giardia kill: -8.7; KCNH2 3.1 block: -22.3; uPA generation: -0.3%

What do the screens show for `Cc1cc2cc3c(=O)[nH]c(=O)nc-3n(CC(O)C(O)C(O)CO)c2cc1C` (centres undefined)?
Giardia kill: 9.9; KCNH2 3.1 block: 0.3; uPA generation: -2.4%

How did CC(=O)c1cc(C#N)c(Oc2ccccc2)nc1C do in these assays?
Giardia kill: -4.9; KCNH2 3.1 block: -7.9; uPA generation: -3.8%

What do the screens show for `COc1ccc(-c2c(-c3ccc4c(c3)OCO4)c3ccccc3n2C)cc1`?
Giardia kill: 26.3; KCNH2 3.1 block: -8.9; uPA generation: -20.6%

How did CCOC(=O)N1CCC2CC1c1cc(-c3cccc(OC)c3)ccc12 (centres undefined) do in these assays?
Giardia kill: 6.7; KCNH2 3.1 block: -14.9; uPA generation: -4.2%

How did O=C(c1cccc(C(=O)N2CCC(O)(c3ccccc3)CC2)c1)N1CCC(O)(c2ccccc2)CC1 do in these assays?
Giardia kill: 16.7; KCNH2 3.1 block: 4.8; uPA generation: -7.1%

Results for CC(Oc1cccc2cccnc12)C(=O)N/N=C/c1ccc2c(c1)OCO2 (centres undefined) ?
Giardia kill: -3.0; KCNH2 3.1 block: 19.5; uPA generation: -4.8%

What do the screens show for `Cc1cc(C(F)(F)F)c2c(C)nn(-c3ccccc3)c2n1`?
Giardia kill: -15.3; KCNH2 3.1 block: 4.0; uPA generation: -19.0%

How did COc1cc(CCC(N)c2cccc(O)c2)cc(OC)c1OC (centres undefined) do in these assays?
Giardia kill: -0.8; KCNH2 3.1 block: -12.3; uPA generation: -0.6%

How did CCC(NCc1cccnc1)c1ccc(OC)c(OC)c1 (centres undefined) do in these assays?
Giardia kill: -12.5; KCNH2 3.1 block: 9.8; uPA generation: 15.6%

Results for Cc1nc(Nc2ccccc2C)c2cnn(C)c2n1 ?
Giardia kill: 44.6[activator]; KCNH2 3.1 block: 6.7; uPA generation: -6.4%

Results for CC1CN(Cc2nc3c(c(=O)n(C)c(=O)n3C)n2CCCc2ccccc2)CC(C)O1 (centres undefined) ?
Giardia kill: 8.0; KCNH2 3.1 block: 7.4; uPA generation: 8.6%

Results for O=C(NNC(=O)c1cccc2ccccc12)c1ccc(F)cc1 ?
Giardia kill: 19.0; KCNH2 3.1 block: -4.5; uPA generation: -7.5%

What do the screens show for `COc1ccc(OC)c(C(=O)Nc2ccc3[nH]ccc3c2)c1`?
Giardia kill: -6.4; KCNH2 3.1 block: -8.7; uPA generation: -5.4%

How did COC(=O)c1ccc(Cn2ccc(=O)[nH]c2=O)cc1 do in these assays?
Giardia kill: -19.9; KCNH2 3.1 block: 17.6; uPA generation: 1.0%

How did O=C(Cc1ccc(NC(=O)C2CCN(C(=O)C3CCC3)CC2)cc1)Nc1cccc(C(=O)N2CCCC2)c1 do in these assays?
Giardia kill: 5.5; KCNH2 3.1 block: 9.7; uPA generation: 12.3%

What do the screens show for `Nc1nc(NC2CCCC2)cc(=O)[nH]1`?
Giardia kill: -9.2; KCNH2 3.1 block: 5.8; uPA generation: 0.5%

What do the screens show for `CN(Cc1ccccc1)C(=O)c1cccc(NC(=O)Cc2ccc(NC(=O)C3CCCN(C(=O)c4ccccc4)C3)cc2)c1` (centres undefined)?
Giardia kill: -3.8; KCNH2 3.1 block: -43.3; uPA generation: 0.2%

How did COc1ccc(CN2CC[C@H]3C=CC[C@@H](C(=O)Nc4ccc(Cl)c(C(F)(F)F)c4)[C@H]3C2=O)cc1OC do in these assays?
Giardia kill: -16.4; KCNH2 3.1 block: 10.0; uPA generation: -8.5%

How did Cn1cc(C[C@H](NC(=O)OC(C)(C)C)C(=O)N[C@H](CO)Cc2ccccc2)c2ccccc21 do in these assays?
Giardia kill: 17.6; KCNH2 3.1 block: 1.8; uPA generation: -7.2%

Results for CC(C)NC(=O)c1onc(CSc2ccc(F)c(F)c2)c1C(=O)NC(C)C ?
Giardia kill: 14.4; KCNH2 3.1 block: -11.2; uPA generation: 2.6%

How did CC(=O)N/C(=C/c1ccc2c(c1)OCO2)C(=O)NC(Cc1ccccc1)C(=O)O (centres undefined) do in these assays?
Giardia kill: -8.0; KCNH2 3.1 block: 0.4; uPA generation: 4.4%

What do the screens show for `O=S(c1ccccc1O)S(=O)c1ccccc1O` (centres undefined)?
Giardia kill: -3.6; KCNH2 3.1 block: -4.3; uPA generation: -4.9%

How did O=C(O)c1ccccc1/C=N/Nc1ccc(S(=O)(=O)Nc2ccc(Cl)cc2)cc1[N+](=O)[O-] do in these assays?
Giardia kill: -5.7; KCNH2 3.1 block: 16.0; uPA generation: 6.5%

Results for NS(=O)(=O)c1cnccc1Nc1cccc(F)c1 ?
Giardia kill: -10.2; KCNH2 3.1 block: -2.7; uPA generation: -1.4%

How did CCC(NC(=O)C1CCCC1)c1ccccc1 (centres undefined) do in these assays?
Giardia kill: 7.4; KCNH2 3.1 block: 5.0; uPA generation: -1.5%

How did NN=C1C(=O)c2cccc3cccc1c23 do in these assays?
Giardia kill: -1.2; KCNH2 3.1 block: -14.7; uPA generation: -1.4%

Results for CCOC(=O)C1C(=O)C=C(c2ccccc2)CC1c1ccccc1 (centres undefined) ?
Giardia kill: -5.5; KCNH2 3.1 block: 2.7; uPA generation: -8.6%

What do the screens show for `C[C@H]1NC(=O)[C@]2(C)[C@@H](c3ccccc3)[C@H]3COc4ccccc4[C@@H]3N2C1=O`?
Giardia kill: -9.9; KCNH2 3.1 block: -13.4; uPA generation: 4.5%

What do the screens show for `Clc1ncnc2[nH]ccc12`?
Giardia kill: -1.0; KCNH2 3.1 block: -26.1; uPA generation: 2.1%

How did O=C1C(Cl)=C(NCc2ccco2)C(=O)c2ccccc21 do in these assays?
Giardia kill: 11.3; KCNH2 3.1 block: 8.8; uPA generation: -16.8%

What do the screens show for `CCN(CC(=O)Nc1c(F)cccc1F)C(=O)c1ccc(S(=O)(=O)N(CC)c2ccccc2)cc1`?
Giardia kill: -13.0; KCNH2 3.1 block: 9.5; uPA generation: -6.1%

How did Nc1nc(NCc2cccs2)nn1-c1ccccc1 do in these assays?
Giardia kill: 2.4; KCNH2 3.1 block: 1.0; uPA generation: 0.2%

What do the screens show for `CN(C)c1ccc(S(=O)(=O)N2CCCCC2)cc1NC(=O)CCNC(=O)c1ccccc1Cl`?
Giardia kill: 7.6; KCNH2 3.1 block: -15.4; uPA generation: -11.0%

Results for CC1CCCC(=NNc2ccc3ccccc3n2)C1 (centres undefined) ?
Giardia kill: -0.9; KCNH2 3.1 block: -0.2; uPA generation: 10.0%

What do the screens show for `CCCCn1cnc2c(SCc3ccc([N+](=O)[O-])cc3)nc(N)nc21`?
Giardia kill: 2.4; KCNH2 3.1 block: -85.0*; uPA generation: -1.8%

How did O=P(CCc1ccccc1)(c1ccccc1)c1ccccc1 do in these assays?
Giardia kill: 22.2; KCNH2 3.1 block: -14.4; uPA generation: 5.0%

How did COc1ccccc1C(CNC(=O)C(CCSC)NC(=O)c1ccccc1Cl)N1CCCC1 (centres undefined) do in these assays?
Giardia kill: 8.2; KCNH2 3.1 block: 9.3; uPA generation: 0.7%

What do the screens show for `O=C(O)C1C2CCC(C2)C1C(=O)Nc1ccccc1` (centres undefined)?
Giardia kill: -7.7; KCNH2 3.1 block: 2.3; uPA generation: 3.8%

How did O=C(Nc1ccn(CCCN2CCN(c3ccccn3)CC2)c(=O)n1)OCc1ccccc1 do in these assays?
Giardia kill: -9.8; KCNH2 3.1 block: -46.0; uPA generation: -5.6%

What do the screens show for `N#CC1C(=O)c2ccccc2C1c1ccccc1` (centres undefined)?
Giardia kill: -20.3; KCNH2 3.1 block: 3.4; uPA generation: -8.5%

What do the screens show for `N#CC1(Nc2ccc3ccccc3c2)CCCC1`?
Giardia kill: -0.8; KCNH2 3.1 block: -7.4; uPA generation: -5.7%

Results for CC1CC=CCC1(CO)CO (centres undefined) ?
Giardia kill: -4.0; KCNH2 3.1 block: -19.1; uPA generation: 2.0%

How did CN1C(=O)c2ccccc2C(O)c2ccccc21 (centres undefined) do in these assays?
Giardia kill: 0.7; KCNH2 3.1 block: 7.6; uPA generation: 3.7%

How did O=C(Nc1ccccc1)OCCCCOC(=O)Nc1ccccc1 do in these assays?
Giardia kill: 15.8; KCNH2 3.1 block: 1.9; uPA generation: 7.1%

What do the screens show for `CCOC(=O)C1C(=O)C(=O)N(Cc2ccccc2)C1C(=O)OCC` (centres undefined)?
Giardia kill: -17.6; KCNH2 3.1 block: -20.6; uPA generation: 2.5%

How did COc1cc(OC)cc(C(=O)NCCCCNC(=O)c2cc(OC)cc(OC)c2)c1 do in these assays?
Giardia kill: 5.7; KCNH2 3.1 block: -1.1; uPA generation: -0.7%

How did C=CCOC(=O)C1=C[C@H](c2ccc3c(c2)OCO3)C[C@H](OCCCCO)O1 do in these assays?
Giardia kill: 6.3; KCNH2 3.1 block: -2.2; uPA generation: 18.9%

Results for O=C(OCc1ccccc1)N1CCC2CC1c1cc(N3CCCCC3)ccc12 (centres undefined) ?
Giardia kill: -2.0; KCNH2 3.1 block: -1.4; uPA generation: -1.5%

Compound activity: PubChem BioAssay, National Center for Advancing Translational Sciences (NCATS)
